NR2E3 ag-1: inhibitors of NR2E3-RetCOR corepressor binding, primary screen, NR2E3 agonist project, biochemical, TR-FRET, GST-NR2E3, biotin-RetCOR. Photoreceptor-specific nuclear receptor (Homo sapiens), Q9Y5X4. 1536-well. inhibition of corepressor binding, % at 4.78 µM. 320,000 compounds, 0.12% hits. AID 2300, 2010;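 active = percent inhibition above the cutoff of mean plus 3 SD of all tested compounds, set per screening campaign, cut at about 20% in these data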;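 note: 0% = DMSO wells and 100% = biotin wells as full block of FRET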
Target sequence (Q9Y5X4 whole entry, looked up): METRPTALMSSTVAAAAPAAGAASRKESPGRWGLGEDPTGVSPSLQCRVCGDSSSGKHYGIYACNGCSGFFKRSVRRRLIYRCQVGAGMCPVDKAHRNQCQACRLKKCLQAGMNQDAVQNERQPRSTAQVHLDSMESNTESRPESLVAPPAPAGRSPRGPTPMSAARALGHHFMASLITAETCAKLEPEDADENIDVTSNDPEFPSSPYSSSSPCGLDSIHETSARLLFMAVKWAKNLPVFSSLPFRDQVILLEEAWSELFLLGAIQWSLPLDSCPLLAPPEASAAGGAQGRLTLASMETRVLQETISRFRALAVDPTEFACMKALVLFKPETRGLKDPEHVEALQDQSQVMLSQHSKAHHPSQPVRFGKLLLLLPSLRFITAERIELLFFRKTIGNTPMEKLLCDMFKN
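System: GST-NR2E3 and biotin-RetCOR proteins; probe or stimulus: 7 nM biotin-RetCOR; doses: compound at 4.8 µM, single dose; schedule: Compound–protein incubation for 5 h at 4 °C; detection: time-resolved FRET; read-out: percent inhibition; controls: biotin wells as high control, 0.6% DMSO wells as low control; format: 1536-well plates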
NR2E3 ag-2: NR2E3 agonists in two-hybrid cells, primary screen, cell-based, luminescence, CHO-S, Gal4-NCOR/VP16-NR2E3; Photoreceptor-specific nuclear receptor (Homo sapiens), Q9Y5X4; luciferase; inhibition of corepressor binding, % at 3.98 µM; 360,000 compounds, 0.35% hits; AID 602229, 2012;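 active = inhibition above the mean of all tested compounds plus 3 SD, cut at about 70% in these data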;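 note: 0% = DMSO with NR2E3 transfected cells and 100% = cells lacking NR2E3 construct; higher means lower luciferase signal from less NR2E3 corepressor binding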
aDG glyco act: activators of alpha-DG glycosylation, primary screen, uHTS, Pro5-aDG cells, AlphaScreen; alpha-DG glycosylation AlphaScreen (IIH6); 0% Pro5, 100% B10-LARGE cell signal; activation, % at 10 µM; 360,000 compounds, 0.22% hits;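 active = activation of at least 8% versus controls, or a plate z-score of at least 8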;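 note: Pro5 are CHO cells carrying HIG-tagged alpha-DG that lacks glycosylation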
KKLEB cytotox: cytotoxicity in KKLEB CF airway cells, primary screen, cytotoxicity control for CF NF-kB inhibitor project, cell-based, uHTS, fluorescence assay plates; KKLEB CF airway cells viability, ATPlite luminescence, overnight; active compounds read low; cells stimulated with P. aeruginosa culture filtrate; activity change (cytotoxicity), % at 5 µM; 360,000 compounds, 0.36% hits; AID 602141, 2011;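 active = corrected activity change at or below -50% at 5 µM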
Peg3 prom inh: Peg3 promoter-driven luciferase inhibitors, primary screen, cell-based, HeLa, luciferase luminescence. inhibition, % at 20 µM. AID 588405, 2011. HeLa PEG-Prom luciferase reporter, overnight. 360,000 compounds, 1.7% hits;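 active = inhibition of at least 50% at 20 µM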
CF NFkB block: inhibitors of PAF-induced NF-kB signaling, primary screen, cell-based, GFP fluorescence, uHTS | KKLEB NF-kB-GFP reporter, GFP fluorescence overnight | 360,000 compounds, 0.86% hits | AID 588850, 2011 | inhibition, % at 5 µM;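 active = at least 50% inhibition at 5 µM, scaled per plate between neutral and stimulator controls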;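 note: PAF is a Pseudomonas aeruginosa culture filtrate used as stimulus; plate controls were PAF-stimulated DMSO wells for no effect and unstimulated DMSO wells for full effect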
HIF-2a block: HIF-2a reporter inhibitors, primary screen, luminescence, 786-0 RCC cells. 786-0 RCC cells HIF-2a reporter, luciferase luminescence, overnight. inhibition, % at 18.8 µM. 360,000 compounds, 0.72% hits. AID 624352, 2012;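 active = inhibition of the luminescence signal of 40% or more relative to plate controls, in a single-dose primary screen at 18.75 µM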
MITF TRPM1 inh: inhibitors of MITF-dependent TRPM1 promoter reporter, primary screen, cell-based, SK-MEL-5, single point, luciferase; SK-MEL-5 TRPM1 promoter luciferase, 24 h; inhibition, % at 12.5 µM; 330,000 compounds, 0.83% hits; AID 488899, 2010;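 active = mean inhibition across replicates of 60% or more, whatever share of single replicates reaches that level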; note: values of inactives mirror those of a sister screen read the other way
Shn3 inh set2: reduction of Shn3 3'UTR firefly luciferase signal, primary screen, Schnurri-3 inhibitor project, cell-based, Clone20 osteoblasts, set 2; Clone20 osteoblast Shn3 3'UTR firefly luciferase, 24 h; inhibition, % at 12.5 µM; 360,000 compounds, 0.52% hits; AID 588674, 2011;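 active = mean inhibition of at least 75% with every replicate also reaching 75%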;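 note: 0% = median of neutral control wells and 100% = pilot-screen positive control compound; some compounds past the cut are filed as inactive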
hiPSC survival: enhancers of single-cell hiPSC survival, primary screen, ATPlite luminescence; 100% = ROCK inhibitor wells, 0% = DMSO; AID 602274, 2012; survival enhancement, % at 20 µM; 360,000 compounds, 0.044% hits; in the data active = survival enhancement above about 18%;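 note: cells exposed to compounds for 16 hours before the ATP read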
TWEAK Fn14 block: inhibitors of TWEAK-Fn14 signaling, primary screen, luciferase reporter cells, uHTS | TWEAK-stimulated Fn14 reporter cells, luciferase luminescence, 8 h | inhibition, % at 10 µM | 360,000 compounds, 2% hits; in the data active = inhibition above about 50%
Active calls of the source: *; · = not tested or not shown.

1. CN(C)CCCN(C(=O)c1ccc(C(=O)c2ccccc2)cc1)c1nc2cc3c(cc2s1)OCCO3
2. COC(=O)c1ccc(NS(=O)(=O)c2cc3c4c(c2)CCN4C(=O)CC3)cc1
3. CCN(CC)S(=O)(=O)c1ccc(Cl)c(NC(=O)COC(=O)c2c(C)noc2C)c1
4. O=C(O)CC1c2ccccc2CCN1S(=O)(=O)c1cccs1 (centres undefined)
5. Cc1cccc(NC(=O)NNC(=O)c2cc(-c3ccccc3Cl)nc3ccccc23)c1
6. NC1=NC(=O)/C(=C/c2cccc(-c3ccc(S(N)(=O)=O)cc3)c2)S1
7. Cc1nnc(SCCn2c(Br)nc3c2c(=O)[nH]c(=O)n3C)s1
8. CCN(CC)C(=O)C1=C(C)N(Cc2ccc(C(C)(C)C)cc2)C(=O)C(CC(=O)NCCCCc2ccccc2)C1 (centres undefined)
assay / entry,1,2,3,4,5,6,7,8
NR2E3 ag-1,-0.5,0.0,-4.3,-0.1,6.8,1.1,-0.2,·
NR2E3 ag-2,-15.4,-1.1,-10.3,4.5,3.9,9.1,-20.1,-0.2
aDG glyco act,0.8,0.0,1.2,-0.1,0.1,-0.1,0.0,4.4
KKLEB cytotox,-28.0,2.3,-4.6,15.8,-3.6,5.9,4.0,-7.5
Peg3 prom inh,-26.8,-2.3,-2.6,-3.5,31.3,7.8,-3.0,7.7
CF NFkB block,24.1,-4.2,5.7,5.8,-19.1,2.0,-2.8,19.3
HIF-2a block,-69.7,2.1,1.4,7.6,18.8,9.9,11.3,4.5
MITF TRPM1 inh,-2.9,4.0,-1.4,·,1.7,8.0,2.7,·
Shn3 inh set2,-1.6,10.0,20.8,4.5,-11.3,-27.2,-3.1,37.6
hiPSC survival,0.4,-0.6,-1.2,0.1,-0.3,1.6,0.4,0.5
TWEAK Fn14 block,-38.5,-0.3,4.8,8.3,8.7,-14.1,20.3,24.5

9. CC(=O)N1CCN(c2nc3ccc([N+](=O)[O-])cc3s2)CC1
10. O=C(CC1C(=O)NCCN1C/C=C/c1ccccc1)NCCc1ccncc1 (centres undefined)
11. CC(=O)CCn1c(=O)n(CCC(C)=O)c(=O)n(CCC(C)=O)c1=O
12. COc1cc(C(=O)OCC(=O)NC2CC2)ccc1OCCC(C)C
13. CCNC(=O)CCn1nc(-c2ccc(Cl)cc2)c2ccccc2c1=O
14. CC(=O)Nc1cccc(-c2ccnc3c2CC(C(=O)NCc2cccnc2)O3)c1 (centres undefined)
15. C=C1C(C(=O)Nc2ccc(OCC)cc2)C1C(=O)Nc1ccc(OCC)cc1 (centres undefined)
16. COC(=O)c1c(N)n(-c2ccc(NC(C)=O)cc2)c2nc3ccccc3nc12
assay / entry,9,10,11,12,13,14,15,16
NR2E3 ag-1,0.9,2.6,-4.0,2.3,4.6,·,5.2,3.8
NR2E3 ag-2,-18.0,-8.6,-9.4,-15.2,3.8,-25.7,-20.2,-17.2
aDG glyco act,0.0,-0.1,-0.2,-0.3,0.3,0.0,-0.3,-0.1
KKLEB cytotox,-0.3,19.5,-5.8,10.7,0.3,-9.0,1.4,-4.4
Peg3 prom inh,-80.1,12.4,1.9,3.5,7.6,17.8,5.8,2.3
CF NFkB block,-26.2,-20.2,-3.6,-22.9,11.1,9.8,6.8,10.1
HIF-2a block,-113.8,11.1,15.1,-20.0,18.1,11.4,6.7,6.9
MITF TRPM1 inh,-45.8,-0.2,1.5,-3.3,8.5,·,2.0,-8.4
Shn3 inh set2,-19.1,7.5,3.2,7.7,13.0,-10.8,-5.1,10.0
hiPSC survival,-0.5,4.7,5.1,-0.1,-1.3,2.7,-1.8,-3.1
TWEAK Fn14 block,-12.7,5.4,-1.6,7.9,-18.6,14.5,-26.2,3.1

17. CC12COC3(C(=O)Nc4ccc([N+](=O)[O-])cc4)CC1CCC32C (centres undefined)
18. O=C(Nc1ccc(NC(=O)c2ccc(Cl)cc2Cl)cc1)c1cccs1
19. O=C(NCc1ccc2c(c1)OCO2)C1CC(c2ccc(Cl)cc2)=NO1 (centres undefined)
20. COc1cc2c(cc1NC(=O)CCC(=O)O)oc1ccccc12
21. Cc1ccc(C(=O)N(CC(=O)NC2CCCCC2)c2ccccc2F)s1
22. Cc1ccc2[nH]c3c(c2c1)CCC3=O
23. COc1cc2c(cc1NC(=O)Cc1ccc(C)cc1)oc1ccccc12
24. COc1ccc(OC)c(NC(=O)CSc2nc3ccccc3c(=O)n2CC2CCCO2)c1 (centres undefined)
assay / entry,17,18,19,20,21,22,23,24
NR2E3 ag-1,-1.4,-0.3,0.9,4.9,0.3,1.2,2.8,-0.4
NR2E3 ag-2,-28.3,-13.9,-68.6,2.4,-6.7,0.7,-20.2,-24.0
aDG glyco act,0.2,0.0,-0.1,0.0,-0.2,0.1,1.1,-0.3
KKLEB cytotox,-6.4,4.0,5.8,7.9,-2.4,-1.7,-11.1,-7.9
Peg3 prom inh,-11.9,3.8,-12.6,0.1,2.7,26.7,-226.8,10.4
CF NFkB block,5.7,-14.6,2.8,-6.3,20.0,-46.1,4.0,18.8
HIF-2a block,-27.0,-8.4,11.5,20.2,-12.1,-40.8,-304.7,-1.4
MITF TRPM1 inh,3.0,-12.0,6.1,10.9,-31.7,6.7,-47.3,1.6
Shn3 inh set2,7.9,16.5,4.3,3.6,13.5,12.0,-64.8,20.9
hiPSC survival,-0.4,-0.1,-0.8,-0.2,-0.6,-0.5,0.5,-0.3
TWEAK Fn14 block,-11.1,-6.9,10.4,-1.9,-6.0,-25.0,-9.9,-12.6

Entries of single compounds, looked up by structure. Order of screens: NR2E3 ag-1 | NR2E3 ag-2 | aDG glyco act | KKLEB cytotox | Peg3 prom inh | CF NFkB block | HIF-2a block | MITF TRPM1 inh | Shn3 inh set2 | hiPSC survival | TWEAK Fn14 block
Listed for CC12COC3(C(=O)Nc4ccc([N+](=O)[O-])cc4)CC1CCC32C (centres undefined) → -1.4 | -28.3 | 0.2 | -6.4 | -11.9 | 5.7 | -27.0 | 3.0 | 7.9 | -0.4 | -11.1
Listed for Cc1ccc2[nH]c3c(c2c1)CCC3=O → 1.2 | 0.7 | 0.1 | -1.7 | 26.7 | -46.1 | -40.8 | 6.7 | 12.0 | -0.5 | -25.0
Listed for Cc1ccc(C(=O)N(CC(=O)NC2CCCCC2)c2ccccc2F)s1 → 0.3 | -6.7 | -0.2 | -2.4 | 2.7 | 20.0 | -12.1 | -31.7 | 13.5 | -0.6 | -6.0
Listed for COc1ccc(OC)c(NC(=O)CSc2nc3ccccc3c(=O)n2CC2CCCO2)c1 (centres undefined) → -0.4 | -24.0 | -0.3 | -7.9 | 10.4 | 18.8 | -1.4 | 1.6 | 20.9 | -0.3 | -12.6
Listed for COc1cc2c(cc1NC(=O)CCC(=O)O)oc1ccccc12 → 4.9 | 2.4 | 0.0 | 7.9 | 0.1 | -6.3 | 20.2 | 10.9 | 3.6 | -0.2 | -1.9

Later entries
25. CCC(C)(C)n1nnnc1C(c1cccnc1)N1CCN(c2cccc(C(F)(F)F)c2)CC1 (centres undefined)
26. O=C(CNC(=S)NC(=O)c1ccco1)c1ccccc1
27. O=C(c1ccc(S(=O)(=O)N2CCCCCC2)cc1)N(c1ccccn1)C1CCCCC1
28. COc1ccc(C2(C)NC(=O)N(CC(=O)Nc3ccc4c(c3)OCO4)C2=O)cc1OC (centres undefined)
29. COc1ccc(OC)c(C2C(C#N)=C(N)Oc3cc(C)[nH]c(=O)c32)c1 (centres undefined)
30. COc1ccc2c(-c3cccnc3)cc(=O)[nH]c2c1
31. CCCCN(CCCC)CCNC(=O)CN1C(=O)COc2ccc(S(=O)(=O)N3CCC(C)CC3)cc21
32. CCC(C)[C@H](NC(=O)NCc1ccco1)C(=O)O (some centres undefined)
assay / entry,25,26,27,28,29,30,31,32
NR2E3 ag-1,-2.6,-4.3,2.8,-2.4,5.1,-0.7,0.9,0.0
NR2E3 ag-2,-2.1,-49.0,-43.1,-6.9,6.5,0.8,3.3,-13.9
aDG glyco act,0.7,0.0,0.2,2.3,-0.2,-0.2,0.1,0.1
KKLEB cytotox,-5.2,3.7,-5.9,-5.3,8.1,7.7,-9.1,10.2
Peg3 prom inh,-4.5,-93.0,11.5,-33.2,12.9,-1.6,-4.0,17.5
CF NFkB block,4.0,-11.3,2.5,9.7,4.3,4.7,8.9,-2.1
HIF-2a block,11.9,-141.5,13.3,-12.6,11.9,11.9,2.0,12.3
MITF TRPM1 inh,1.5,-32.4,7.1,-7.2,-7.3,1.9,8.2,-12.3
Shn3 inh set2,7.5,-4.2,-0.6,-9.2,10.2,2.2,9.5,-4.0
hiPSC survival,3.2,-0.5,-0.9,3.5,0.7,-0.3,-0.7,0.7
TWEAK Fn14 block,-27.7,0.6,-24.4,2.3,2.8,7.0,-19.3,-9.4

33. CCOc1ccccc1NC(=O)/C(C#N)=C/c1c(C)nn(-c2ccc(F)cc2)c1Cl
34. OC(c1ccc(F)cc1)c1ncc(-c2ccccc2F)[nH]1 (centres undefined)
35. O=C(COC(=O)c1cc(Br)ccc1Cl)NC1CCCC1
36. COCCn1c(SCC(=O)Nc2ccc(F)cc2)nc2c(c1=O)SCC2
37. CCOC(=O)C1CCCN(C(=S)Nc2cccc(Cl)c2)C1 (centres undefined)
38. CCOc1cc(C2Nc3ccccc3NC3=C2C(=O)CC(C)(C)C3)ccc1O (centres undefined)
39. O=C(c1cccs1)N1CCN(C(=O)c2cccs2)C1=S
assay / entry,33,34,35,36,37,38,39
NR2E3 ag-1,1.6,·,2.4,·,1.9,2.2,·
NR2E3 ag-2,4.0,-84.2,0.1,0.8,3.0,-32.2,2.8
aDG glyco act,-0.5,-0.3,-0.3,-0.1,0.0,-0.2,0.6
KKLEB cytotox,-17.8,0.2,2.5,0.8,-3.0,-14.1,-4.5
Peg3 prom inh,23.7,-153.2,1.9,2.4,13.5,23.3,99.2*
CF NFkB block,24.5,-9.0,-1.6,-17.7,4.5,-0.7,43.2
HIF-2a block,20.6,-185.0,7.1,-5.3,15.9,19.6,0.4
MITF TRPM1 inh,-4.9,·,13.0,·,2.6,-7.1,23.0
Shn3 inh set2,-3.7,-68.7,-4.3,18.2,14.6,-5.6,41.8
hiPSC survival,1.8,-0.9,0.3,1.5,-1.0,-0.3,-1.9
TWEAK Fn14 block,-39.7,-10.1,15.5,-4.2,-9.1,9.7,70.3*
